# LANA DNA inh: KSHV C-LANA DNA binding inhibition; MBP-C-LANA/FAM-LBS DNA binding, fluorescence polarization; inhibition, % at 9 µM; actives 0.078% (n = 340,000);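 active = highest replicate inhibition at or above 60% at 9 µM, even if other replicates fall short; inactive = all replicates below 60% inhibition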;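 also: 0% = neutral control wells and 100% = 4 µM acridine orange control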
# SR-BI uptake up: SR-BI HDL lipid transfer activation; activation, % at 12.5 µM; CHO ldlA[mSR-BI] cells, DiI-HDL uptake fluorescence, 3 h; 100 = double the neutral-control signal; actives 0.096% (n = 320,000); AID 504775;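 active = mean replicate activation of at least 60% and every replicate at or above 60%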;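 also: 0% = median plate neutral-control signal and 100% = twice that signal; values of inactives mirror those of a sister screen read the other way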
#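 Material: SR-BI-overexpressing, LDLR-lacking CHO cells | Dosing: Single compound concentration, delivered by pin transfer | Probe or stimulus: Labelled HDL, 10 µg/mL | Signal: Bottom-read cell fluorescence after medium removal, ex 550/em 595 nm | Schedule: 3 h, 37 °C | Evaluation: HDL uptake via cellular fluorescence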
# PKA-R2B act: activates the human PKA-R2B holoenzyme complex; activation, % at 11.4 µM; PKA-R2B holoenzyme dissociation, Cy5-IP20 fluorescence polarization; R2B truncated from residue 108, S112A mutant; 0% DMSO only, 100% 113 µM cGMP; P22694+P31323; AID 504700; actives 0.079% (n = 340,000);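 active = activation above a cutoff set at the mean over all compounds plus 3 SD, cut at about 18% in these data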;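 also: higher means more holoenzyme dissociation and a rise in polarization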
# Target sequence (P31323 whole entry, looked up, other chains not shown, the tested form may be a part): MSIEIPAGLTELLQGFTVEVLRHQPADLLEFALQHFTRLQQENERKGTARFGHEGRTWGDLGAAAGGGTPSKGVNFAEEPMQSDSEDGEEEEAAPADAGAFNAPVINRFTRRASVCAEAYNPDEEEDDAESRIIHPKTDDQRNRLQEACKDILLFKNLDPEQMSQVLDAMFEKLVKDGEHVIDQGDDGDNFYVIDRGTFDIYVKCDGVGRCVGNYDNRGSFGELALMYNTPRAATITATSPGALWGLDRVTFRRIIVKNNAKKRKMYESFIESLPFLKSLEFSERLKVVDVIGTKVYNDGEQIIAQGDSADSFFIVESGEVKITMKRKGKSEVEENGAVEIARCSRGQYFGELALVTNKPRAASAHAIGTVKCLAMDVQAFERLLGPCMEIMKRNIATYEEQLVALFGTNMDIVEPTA
# RTF Ca sens inh: cardiac RTF calcium desensitization | P19429+P45379 | IANBD-labeled cardiac RTF, Ca2+ fluorescence | inhibition, % at 7.15 µM | actives 0.12% (n = 340,000);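 active = inhibition above the mean inhibition of all tested compounds plus 3 SD, cut at about 17% in these data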;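 also: assay run at fixed EC70 calcium of 1.6 mM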
# NSD2 HMT inh: NSD2 (human) methyltransferase inhibition | actives 0.54% (n = 310,000) | NSD2 peptide methylation, AlphaScreen, 120 min | inhibition, % at 12.5 µM | O96028; in the data active = inhibition above about 50%
# Keap1 Nrf2 FP: inhibitors of human Keap1-Nrf2 protein-protein interaction; AID 504523; inhibition, % at 9.4 µM; Keap1 Kelch-Nrf2 peptide fluorescence polarization, 1536-well; actives 0.15% (n = 340,000); in the data active = inhibition above about 12%;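 also: human Keap1 Kelch domain with fluorescein labeled Nrf2 9mer peptide probe; 0% = neutral control wells and 100% = peptide positive control; higher means more block of Keap1 binding to Nrf2 peptide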
# Arr AP2 block: human beta-arrestin and AP2 interaction inhibition | FITC-arrestin peptide / GST-AP2 beads, flow cytometry; AP2 beta2 appendage carries R879A mutation | inhibition, % at 10 µM | actives 0.31% (n = 340,000) | AID 504490;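 active = inhibition above a set limit, near 3 SD of compounds lacking own fluorescence, cut at about 54% in these data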;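 also: plate controls were DMSO wells for no effect and 5 µM unlabelled arrestin peptide for full effect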
#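 Test system: GST-tagged AP2 beta2-adaptin appendage (R879A) on 4 µm glutathione beads; also added: fluorescein-tagged arrestin peptide at 50 nM final; timing: 12 min plus 1 h, RT; signal: flow cytometry, FL1 (488/535 nm); read-out: percent drop in bead-associated FITC signal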
# SR-BI HDL uptake: blocks mouse SR-BI lipid uptake from DiI-HDL; actives 0.96% (n = 320,000); Q61009; AID 488896; ldlA[mSR-BI] CHO cells, DiI-HDL uptake fluorescence, 3 h; inhibition, % at 12.5 µM;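 active = mean replicate inhibition of at least 70% and a set share of replicates each scoring 70 or more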;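 also: 0% = median of neutral control wells and 100% = median of positive control wells; values of inactives mirror those of a sister screen read the other way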
# DAGLB inhibitor: blocks human DAGLB lipase activity | Q8NCG7 | HEK293T DAGLB membrane lysate, EnzChek fluorogenic substrate | inhibition, % at 5.17 µM | actives 0.059% (n = 340,000); in the data active = inhibition above about 34%;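 also: 0% = enzyme with vehicle and 100% = wells lacking enzyme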
# Target sequence (Q8NCG7 whole entry, looked up): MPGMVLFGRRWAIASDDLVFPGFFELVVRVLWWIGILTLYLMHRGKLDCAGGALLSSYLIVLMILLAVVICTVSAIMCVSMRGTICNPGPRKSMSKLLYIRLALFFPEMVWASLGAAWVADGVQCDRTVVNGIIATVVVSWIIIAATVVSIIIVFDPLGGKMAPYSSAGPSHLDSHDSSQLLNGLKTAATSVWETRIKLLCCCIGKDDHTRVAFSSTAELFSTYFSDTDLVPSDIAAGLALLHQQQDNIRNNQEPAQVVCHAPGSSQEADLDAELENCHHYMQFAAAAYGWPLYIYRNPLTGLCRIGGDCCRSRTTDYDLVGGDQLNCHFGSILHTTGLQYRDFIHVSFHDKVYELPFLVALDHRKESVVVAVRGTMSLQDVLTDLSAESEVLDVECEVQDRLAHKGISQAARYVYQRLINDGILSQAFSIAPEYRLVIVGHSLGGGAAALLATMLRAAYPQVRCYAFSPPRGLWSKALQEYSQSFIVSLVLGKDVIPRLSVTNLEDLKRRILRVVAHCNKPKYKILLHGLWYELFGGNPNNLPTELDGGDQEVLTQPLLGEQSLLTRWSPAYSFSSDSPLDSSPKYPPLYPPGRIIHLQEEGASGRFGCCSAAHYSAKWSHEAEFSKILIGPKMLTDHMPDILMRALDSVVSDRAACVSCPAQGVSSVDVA
# PvdQ acylase: P. aeruginosa PvdQ acylase inhibition | purified PvdQ acylase, fluorescence plate reader | actives 0.063% (n = 340,000) | inhibition, % at 10 µM; in the data active = inhibition above about 30%, passing the limit was not always enough;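 also: 0% = vehicle neutral wells and 100% = reference inhibitor wells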
# * hit, by the source's call; · = no result given. This is a random part of the collection; 2.1% or so of the library scored in one or more.
SMILES,LANA DNA inh,SR-BI uptake up,PKA-R2B act,RTF Ca sens inh,NSD2 HMT inh,Keap1 Nrf2 FP,Arr AP2 block,SR-BI HDL uptake,DAGLB inhibitor,PvdQ acylase
CCOc1cc(N2CCOCC2)c(OCC)cc1NC(=O)COC(=O)c1ccc([N+](=O)[O-])o1,1.8,30,-4,-2,13,-1,-8,-30,0,-19
CCOC(=O)c1ccc(Oc2nc(N(C)C)nc(N3CCOCC3)n2)cc1,-1.5,-37,-12,-2,-5,-1,-2,37,-9,-6
Cc1ccccc1CN(c1ccc(C(=O)Nc2ccccc2C(=O)NCc2ccco2)cc1)S(C)(=O)=O,1.9,-69,12,-6,0,-1,4,69,0,-11
Cc1ccc(-n2cnc3scc(-c4cccs4)c3c2=O)cc1,-0.5,·,-4,-6,-2,3,-5,·,-4,-7
O=C(NCc1ccco1)Nc1ccc([N+](=O)[O-])cc1,0.5,5,0,-5,0,4,-9,-5,-1,-3
O=[N+]([O-])c1ccc2nc(NS(=O)(=O)c3ccc(F)cc3)sc2c1,0.1,·,-11,-9,8,-1,5,·,12,-3
COc1ccccc1C(=O)/C=C/c1ccc(N2CCCCC2)c([N+](=O)[O-])c1,0.7,-10,1,-9,2,0,33,10,24,5
O=C(O)CCN1C(=O)C2C3C=CC(C2C1=O)C1C(=O)N(CCC(=O)O)C(=O)C31 (configuration not stated),1.9,35,-17,-3,3,0,0,-35,-1,16
C=CCN1C(=O)C2C(C(=O)NCc3ccccc3)C3(C)C=CC2(O3)C1C(=O)NC(C)(C)C (configuration not stated),-0.5,22,6,-8,-2,3,3,-22,-2,-10
COc1ccc(OC)c(NS(=O)(=O)c2cccc3cccnc23)c1,-0.2,-2,6,-6,-3,4,18,2,1,1

# Among those listed so far, 4 have a carbonyl joined to an NH by a bond outside any ring.
SMILES,LANA DNA inh,SR-BI uptake up,PKA-R2B act,RTF Ca sens inh,NSD2 HMT inh,Keap1 Nrf2 FP,Arr AP2 block,SR-BI HDL uptake,DAGLB inhibitor,PvdQ acylase
CCOc1cc(N2CCOCC2)c(OCC)cc1NC(=O)COC(=O)c1ccc([N+](=O)[O-])o1,1.8,30,-4,-2,13,-1,-8,-30,0,-19
Cc1ccccc1CN(c1ccc(C(=O)Nc2ccccc2C(=O)NCc2ccco2)cc1)S(C)(=O)=O,1.9,-69,12,-6,0,-1,4,69,0,-11
O=C(NCc1ccco1)Nc1ccc([N+](=O)[O-])cc1,0.5,5,0,-5,0,4,-9,-5,-1,-3
C=CCN1C(=O)C2C(C(=O)NCc3ccccc3)C3(C)C=CC2(O3)C1C(=O)NC(C)(C)C (configuration not stated),-0.5,22,6,-8,-2,3,3,-22,-2,-10

# (next part)
SMILES,LANA DNA inh,SR-BI uptake up,PKA-R2B act,RTF Ca sens inh,NSD2 HMT inh,Keap1 Nrf2 FP,Arr AP2 block,SR-BI HDL uptake,DAGLB inhibitor,PvdQ acylase
CCn1cc(CN2CCN(CC(C)(C)C)C(CCO)C2)c2ccccc21 (configuration not stated),-5.6,0,3,-2,4,-4,-4,0,0,-4
CC(=O)NS(=O)(=O)c1ccc(NC(=O)c2ccc(Br)o2)cc1,-1.0,9,-6,-5,-1,0,12,-9,3,4
O=C(O)c1cc(S(=O)(=O)NC(Cc2c[nH]c3ccccc23)C(=O)O)ccc1Cl (configuration not stated),1.5,2,-15,0,26,-4,10,-2,0,-4
Cc1ccc(N2C(=O)N(CC(=O)NCc3ccc(Cl)cc3)C(=O)C2C)cc1 (configuration not stated),-0.4,-8,-7,-2,-9,1,-4,8,-2,-7
CCc1ccccc1NC(=S)N1CCNC(=O)C1CC(=O)OC (configuration not stated),1.6,17,1,4,8,1,-1,-17,0,4
CCOC(=O)Cn1nc(-c2ccc(C)cc2)c2ccccc2c1=O,·,-12,2,-3,-2,·,-16,12,-4,2
CC1(C)C(=O)OC(C(=O)c2ccc(Cl)cc2)C(C)(C)C1=O (configuration not stated),-1.4,16,0,0,-2,8,-2,-6,-1,-6
C[N+](C)(C)CCOC(N)=O,1.1,18,7,2,·,3,4,-18,2,-6
Cn1cccc1C(=O)NC(=O)COC(=O)c1ccc(S(C)(=O)=O)cc1,2.2,6,2,-5,0,0,34,-6,3,-11
Cc1nc([N+](=O)[O-])nn1C12CC3CC(CC(Cl)(C3)C1)C2,0.2,21,-10,-14,1,2,-9,-21,3,-4
CC(C)c1ccc(N(CC(=O)NCC2CCCO2)C(=O)CCC(=O)Nc2nccs2)cc1 (configuration not stated),-2.0,25,-3,-25,2,0,1,-25,0,-11
O=c1cc(N2CCc3ccccc32)[nH]c(=O)n1-c1ccccc1Cl,-0.1,8,-11,17*,2,2,0,-8,0,-4
Cc1cccc(C)c1NC(=O)CCN1C(=O)C2C3CCC(C3)C2C1=O (configuration not stated),0.4,39,-7,-5,0,-1,-3,-39,-8,-16
O=C1OCC2=C1C(c1ccccc1)CC(=O)N2c1cccc(F)c1 (configuration not stated),-0.5,11,3,-24,-10,-1,6,-11,-2,-12
CCOc1cc(NC(=S)NCCCN2CCOCC2)c(OCC)cc1NC(=O)C(C)C,-0.5,16,2,-24,-3,1,-15,-16,0,-10
CCOC(=O)CCNC(=O)N1CCCC(CNS(=O)(=O)c2cccs2)C1 (configuration not stated),-1.5,11,-11,7,-3,0,36,-11,-1,-1
O=C(CNC(=O)C12CC3CC(CC(C3)C1)C2)N/N=C\c1ccco1,0.1,-6,-11,-4,1,-1,-20,6,-1,-17
NC(=O)c1cccc(-c2noc(-c3ccccc3F)n2)c1,-1.4,-13,-1,1,·,-7,-13,13,-1,-10
C=CCn1c(=O)c(C(=O)NCCNCC)c(O)c2ccccc21,-0.4,-21,11,-7,22,-1,0,21,-1,-18
Cc1cc(C)n(-c2nc3ccccc3nc2N2CCC(C)CC2)n1,0.0,-26,-11,-8,-42,4,-7,26,-12,-3
C/C(CCC(C)C)=N\Nc1cc(C)c2ccccc2n1,-0.7,16,6,-13,7,-4,15,-16,-5,-17
CCN1CCN(Cc2ccc(NC(=O)Nc3ccc(SC)cc3)cc2)CC1,0.1,·,-7,4,3,-2,5,·,-1,-3
CN(C)S(=O)(=O)Oc1ccsc1C(=O)Nc1cccc(Cl)c1Cl,-1.2,-56,-9,-12,-1,1,36,56,-8,-4
COc1ccc(-c2cn(-c3ccc(C)cc3)c(=O)n2CC(=O)Nc2cccc(F)c2)cc1,-1.6,·,-1,-5,·,-5,-5,5,3,-18
CCCC(=O)Nc1ccc(C(=O)Nc2nnc(COCC)s2)cc1,2.3,-53,11,-8,-9,0,-11,53,-1,-12
Nc1nnc(SCc2cn3cc(Cl)ccc3n2)s1,1.5,13,-7,-2,-1,1,51,-13,-3,1
O=C(CSc1nnc2scc(-c3ccccc3)n12)N1CCCc2ccccc21,-3.1,20,10,-14,0,0,14,-20,-1,-10
COc1ccccc1NS(=O)(=O)c1cc(N2Cc3ccccc3C2=N)ccc1N1CCOCC1,4.5,29,-3,-4,5,-6,-28,-29,0,-12
Cc1cccc(C(=O)NCC(=O)N2CCCC2)c1,0.4,13,-12,-5,-2,-4,12,-13,4,-25
O=C(COC(=O)c1nsc(Cl)c1Cl)NC1CCCC1,-0.3,1,-2,1,-5,-6,10,-1,0,-2

# Ordered by the number under PKA-R2B act (smallest number first): some entries from above
SMILES | PKA-R2B act
Nc1nnc(SCc2cn3cc(Cl)ccc3n2)s1 | -7
COc1ccccc1NS(=O)(=O)c1cc(N2Cc3ccccc3C2=N)ccc1N1CCOCC1 | -3
O=C(COC(=O)c1nsc(Cl)c1Cl)NC1CCCC1 | -2
COc1ccc(-c2cn(-c3ccc(C)cc3)c(=O)n2CC(=O)Nc2cccc(F)c2)cc1 | -1
C/C(CCC(C)C)=N\Nc1cc(C)c2ccccc2n1 | 6

# (next part)
SMILES,LANA DNA inh,SR-BI uptake up,PKA-R2B act,RTF Ca sens inh,NSD2 HMT inh,Keap1 Nrf2 FP,Arr AP2 block,SR-BI HDL uptake,DAGLB inhibitor,PvdQ acylase
COc1ccc(OC)c(/C=C/C(=O)NCCc2nc3ccccc3[nH]2)c1,-1.1,-29,0,-4,-4,4,-4,29,0,-16
CN(CCc1ccccc1)C(=O)c1ccc(NC(=O)Cc2ccc(NC(=O)C3CCCN(C(=O)C4CCCCC4)C3)cc2)cc1 (configuration not stated),-0.7,-33,9,0,·,1,10,33,-4,-7
Cc1ccccc1N1C(S)=C(C#N)C(=O)NC1c1cccs1 (configuration not stated),1.7,24,10,-12,-1,-5,-13,-24,4,-7
CC(C)CC(=O)Nc1ccnn1C1CCN(C(=O)c2ccccc2F)CC1,0.5,8,13,-5,-1,0,-1,-8,0,-7
CC[C@]12CCCN3CCc4c(n(c5ccccc45)C(=O)C1)[C@@H]32,-0.8,-2,10,12,·,-1,-3,2,1,-6
O=C(/C=C/c1ccco1)NC(=S)Nc1cc(-c2nc3ccccc3s2)ccc1Cl,0.6,-37,-3,-5,-2,-3,0,37,28,-11
Cc1ccc(SC[C@H](C)CN2CC[C@H](NC(=O)OCc3ccccc3)CCC2=O)cc1,0.9,-6,-6,-10,·,-6,-3,6,2,-10
Cn1cc([N+](=O)[O-])c(C(=O)NCc2cc3ccccc3[nH]2)n1,-1.2,14,-2,4,0,0,2,-14,-3,-10
CC(=O)Nc1ccccc1Sc1ccccc1,1.0,4,5,-3,-1,3,-4,-4,-14,-9
Clc1ccc(CNc2cnccn2)cc1Cl,7.9,17,0,0,0,-4,-8,-17,-1,-12

# Shown with two lines to a compound: entries from further up
# Screens in order: LANA DNA inh | SR-BI uptake up | PKA-R2B act | RTF Ca sens inh | NSD2 HMT inh | Keap1 Nrf2 FP | Arr AP2 block | SR-BI HDL uptake | DAGLB inhibitor | PvdQ acylase
> CC[C@]12CCCN3CCc4c(n(c5ccccc45)C(=O)C1)[C@@H]32
 : -0.8 | -2 | 10 | 12 | · | -1 | -3 | 2 | 1 | -6
> CC(=O)Nc1ccccc1Sc1ccccc1
 : 1.0 | 4 | 5 | -3 | -1 | 3 | -4 | -4 | -14 | -9
> Cn1cc([N+](=O)[O-])c(C(=O)NCc2cc3ccccc3[nH]2)n1
 : -1.2 | 14 | -2 | 4 | 0 | 0 | 2 | -14 | -3 | -10

# Continued:
SMILES,LANA DNA inh,SR-BI uptake up,PKA-R2B act,RTF Ca sens inh,NSD2 HMT inh,Keap1 Nrf2 FP,Arr AP2 block,SR-BI HDL uptake,DAGLB inhibitor,PvdQ acylase
C#CC[N+](C)(C)CCCCCCCC,-0.2,2,-17,8,·,-1,-10,-2,1,-4
COC(=O)CC1C(=O)NC2CCCCC2N1C(=O)c1ccccc1 (configuration not stated),0.3,10,-1,-8,2,0,-7,-10,2,-14
COC(=O)c1sccc1NC(=S)Nc1cccc(F)c1,-0.3,3,-2,-9,-3,-2,8,-3,0,-14
O=C(Nc1ccc(S(=O)(=O)Nc2ncccn2)cc1)C1CC(=O)N(c2ccc(Cl)cc2)C1 (configuration not stated),-0.3,·,-5,-1,76*,-1,-7,·,1,-12
